CYP2C9 inhib: inhibitors of human CYP2C9. P11712. CYP2C9 Supersomes, luciferin-H conversion, luminescence. inhibition, % at 5 µM. actives 20% (n = 96,000). AID 777;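 active means blocking of liver enzyme CYP2C9 beyond about 50% at 5 µM, limit read from the data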; further: values of inactives mirror those of a sister screen read the other way
Calb biofilm kill: kills Candida albicans biofilms; C. albicans biofilm + clotrimazole, Alamar Blue; inhibition, % at 6 µM; actives 0.14% (n = 85,000);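 active means inhibition above 20%; inactive means inhibition below 20%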;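 further: preformed 24 hr biofilms exposed to compound for 48 hr; 0% = biofilm without compound and 100% = blank killed by clotrimazole plus chlorhexidine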
LYP act: LYP (human) phosphatase activation; Q9Y2R2; recombinant LYP, DiFMUP fluorescence; 0 = plate median, 100 = signal doubled; activation, % at 2 µM; actives 0.11% (n = 96,000);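 active means activation at 2 µM above a set limit, the mean plus 5 SD, cut at about 37% in these data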
EphB4 ephrin blk: antagonists of human EphB4-ephrin-B2 interaction. P54760. EphB4 LBD / TNYL-RAW-Alexa532 peptide, fluorescence polarization. inhibition, % at 7 µM. actives 0.15% (n = 97,000);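 active means inhibition above the screen-wide mean inhibition plus 3 SD, cut at about 15% in these data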;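 further: 0% = DMSO wells and 100% = excess unlabeled TNYL-RAW peptide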
Target sequence (P54760 whole entry, looked up, the tested form may be a part): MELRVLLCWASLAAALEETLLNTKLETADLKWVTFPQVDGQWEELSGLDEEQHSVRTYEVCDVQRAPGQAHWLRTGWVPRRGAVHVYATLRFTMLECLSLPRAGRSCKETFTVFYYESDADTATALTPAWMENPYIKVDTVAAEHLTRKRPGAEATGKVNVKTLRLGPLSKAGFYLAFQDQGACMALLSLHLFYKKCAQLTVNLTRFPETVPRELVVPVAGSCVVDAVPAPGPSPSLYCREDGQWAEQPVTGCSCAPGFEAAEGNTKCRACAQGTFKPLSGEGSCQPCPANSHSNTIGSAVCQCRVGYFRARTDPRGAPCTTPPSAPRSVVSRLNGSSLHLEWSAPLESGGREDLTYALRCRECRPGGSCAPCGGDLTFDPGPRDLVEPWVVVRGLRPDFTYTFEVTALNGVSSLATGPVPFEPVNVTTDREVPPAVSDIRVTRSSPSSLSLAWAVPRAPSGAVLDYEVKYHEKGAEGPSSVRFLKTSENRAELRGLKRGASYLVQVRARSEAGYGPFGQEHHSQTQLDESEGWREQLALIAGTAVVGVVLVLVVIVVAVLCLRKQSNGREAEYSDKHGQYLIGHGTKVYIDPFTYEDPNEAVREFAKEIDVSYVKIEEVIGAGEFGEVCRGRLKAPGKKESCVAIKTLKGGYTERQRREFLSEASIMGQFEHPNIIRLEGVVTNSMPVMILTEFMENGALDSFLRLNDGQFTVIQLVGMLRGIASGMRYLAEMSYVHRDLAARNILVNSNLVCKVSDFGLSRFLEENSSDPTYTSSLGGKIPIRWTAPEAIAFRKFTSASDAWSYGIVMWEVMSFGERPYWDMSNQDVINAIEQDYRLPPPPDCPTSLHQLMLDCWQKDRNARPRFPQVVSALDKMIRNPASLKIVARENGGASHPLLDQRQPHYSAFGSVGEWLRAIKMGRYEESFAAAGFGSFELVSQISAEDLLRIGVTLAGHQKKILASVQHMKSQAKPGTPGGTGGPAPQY
CYP2C9 activ: CYP2C9 (human) activation; recombinant CYP2C9, luciferin-H conversion, luminescence; active compounds read high; factor 1 = untreated enzyme, 0 = blocked; activation factor at 5 µM; actives 1.4% (n = 96,000); AID 1024;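 active means activation factor of 2 or more for CYP2C9 at a 5 µM dose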;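 further: 0 = sulfaphenazole-blocked wells and 1 = vehicle-only wells; values of inactives mirror those of a sister screen read the other way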
LYP inh 2: blocks human PTPN22 phosphatase activity | inhibition, % at 2 µM | AID 640 | recombinant LYP catalytic domain, DiFMUP fluorescence | actives 0.21% (n = 96,000);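 active means inhibition at 2 µM at or above a set limit, the screen mean plus 3 SD, cut at about 24% in these data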;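 further: 0% = DMSO with enzyme and 100% = enzyme fully blocked by orthovanadate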
PLK1 kinase inh: blocks human PLK1 kinase activity; recombinant PLK1 kinase, TR-FRET peptide phosphorylation; inhibition, % at 10 µM; actives 0.53% (n = 97,000); AID 619;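 active means inhibition of 50% or more in the single-concentration screen; inactive means inhibition below 50%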;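 further: 0% = DMSO max control and 100% = H-89 dihydrochloride min control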
HIV Rev-RRE inh: inhibitors of HIV-1 Rev-RRE RNA interaction; Rev peptide-RRE RNA binding, FRET; inhibition, % at 8 µM; actives 0.79% (n = 97,000); AID 704;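 active means inhibition above the screen-wide mean plus 3 SD, cut at about 35% in these data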;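 further: 0% = median DMSO wells and 100% = median Neomycin B control wells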
Target sequence (P05866 whole entry, looked up): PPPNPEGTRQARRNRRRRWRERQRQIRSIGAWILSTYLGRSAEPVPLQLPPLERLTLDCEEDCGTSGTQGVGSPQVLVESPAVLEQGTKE
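Test system – labelled RRE RNA duplex and labelled Rev peptide · Reagent – labelled Rev peptide · Doses – one concentration, 8 µM nominal · Incubation – 5 + 15 min at 25 °C · Signal – FRET fluorescence readout · Read-out basis – % inhibition of FRET ratio versus controls · Control set – DMSO wells as 0% and neomycin B wells as 100% inhibition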
Plk1 PBD FP: blocks phosphopeptide binding to human Plk1 polo box domain. inhibition, %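 (tested at about 20 µM)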. Plk1 PBD phosphopeptide binding, fluorescence polarization. P53350. actives 0.13% (n = 97,000). AID 693; in the data active means inhibition above about 34%, passing the limit was not always enough
* hit, by the source's call; / = no result given; & = joins results of further samples.

SMILES | CYP2C9 inhib | Calb biofilm kill | LYP act | EphB4 ephrin blk | CYP2C9 activ | LYP inh 2 | PLK1 kinase inh | HIV Rev-RRE inh | Plk1 PBD FP
COc1cccc(NC(=O)CSc2nc(N)cc(N)n2)c1 | -8 | 6 | -11 | 10 | 1.1 | 8 | 1 | 8 | 12
COc1ccc(CCN(C)Cc2ccc(OC)c(OCc3ccccc3)c2)cc1OC | 18 | / | 0 | -1 | 0.8 | 2 | -5 | 10 | -13
CCN1CCN(CCCOc2ccc(-c3ccccc3)cc2)CC1 | -13 | 6 | -2 | 0 | 1.1 | 1 | -10 | -4 | -20
Cc1cc(C)c2[nH]c(=O)c(CN(C(=O)C3CCCO3)C3CCCC3)cc2c1 (stereo not drawn) | 3 | 3 | -3 | -6 | 1 | 2 | -2 | 5 | 12
Cn1c(CCN2CCCCC2)nc2cc(NC(=O)Nc3ccccc3)ccc21 | -2 | -1 | 37 | 2 | 1 | -36 | -11 | -2 | -2
O=C(Nc1cccnc1)c1ccc(Br)s1 | 16 | 10 | -8 | -2 | 0.8 | 11 | -9 | 3 | 10
Cc1nc2ccccc2n1/C(=N/S(=O)(=O)c1ccc(Br)cc1)c1ccccc1 | / | / | 4 | 0 | / | 0 | 0 | 2 | 6
Cc1c(C(=O)OC(C)C(C)C[N+](C)(C)C)oc2ccccc12 (stereo not drawn) | 12 | / | 15 | -1 | 0.9 | -13 | -11 | -3 | -5
OCc1ccccc1NC(=S)Nc1cccnc1 | -9 | 2 | -6 | 0 | 1.1 | 5 | -2 | 2 | 19
CC1CCCCN1C(=O)Cc1ccc(F)cc1 (stereo not drawn) | 22 | -1 | -11 | 0 | 0.8 | 11 | -11 | 8 | 20
CCCCSc1nc(C)[nH]c1[N+](=O)[O-] | -20 | -2 | 6 | 11 | 1.2 | -6 | -6 | 13 | -9
CN(CC(=O)NC(c1ccccc1)c1ccccc1)Cc1nc2ccccc2c(=O)[nH]1 | 44 | -2 | 6 | 2 | 0.6 | -6 | 3 | 12 | 9
Cn1c2c(c(=O)n(C)c1=O)C1c3cc(Cl)ccc3OCC1CO2 (stereo not drawn) | 7 | 2 | 0 | 4 | 0.9 | 3 | -5 | 6 | -16
CCC(Sc1ccc(C(=O)O)cc1)C(=O)O (stereo not drawn) | / | 7 | -4 | 11 | / | 9 | -4 | 8 | 6
O=C(Nc1c(F)cccc1F)c1cnc(N2CCN(c3ccccn3)CC2)c2ccccc12 | 65* | 6 | -5 | -9 | 0.4 | 6 | 4 | 12 | -9
COC(=O)c1ccc(CSc2nc(N3CCOCC3)c3c(c2C#N)CC(C)(C)OC3)o1 | 98* | 2 | -10 | 5 | 0 | 10 | -4 | 10 | -21
CC(CCO)Nc1nc2c(c(=O)n(C)c(=O)n2C)n1Cc1cccc(Br)c1 (stereo not drawn) | 49 | -2 | 2 | 1 | 0.5 | -8 | -9 | 9 | 7
CCOc1ccc(C2=Nn3c(nnc3-c3ccc(OC)cc3)SC2)cc1 | 11 | 7 | -6 | 7 | 0.9 | 6 | -9 | 3 | 1
CC(C)CN(CC(C)C)S(=O)(=O)N1CCC(C(=O)NCc2cccs2)CC1 | 10 | 6 | -7 | 1 | 0.9 | 5 | -2 | 6 | -16
CN(CCc1ccccn1)C(=O)CCNC(=O)Cn1cnc2ccccc2c1=O | 23 | 2 | 1 | 7 | 0.8 | -4 | -8 | 8 | -8
COc1ccccc1OCCOc1ccc(/C=C2/C(=N)N3OC(C)=CC3=NC2=O)cc1OC | 9 | / | -11 | -8 | 0.9 | 15 | -14 | 5 | 0
Oc1c(CN2CCCCC2)cc(Br)c2cccnc12 | 9 | / | -8 | -2 | 0.9 | 7 | 6 | 3 | -6
COc1ccccc1C(=O)Nc1cc2c(ccc3ccccc32)oc1=O | / | 11 | 0 | -1 | / | -3 | -8 | 6 | 29
O=C(c1ccco1)N1CCN(S(=O)(=O)c2ccc(Cl)s2)CC1 | 35 | 2 | 4 | 5 | 0.7 | 1 | -6 | 3 | -9
CC(C)n1nnnc1SCC(=O)NCc1cccs1 | 6 | 6 | -10 | 8 | 0.9 | 7 | 1 | 10 | -13
Cc1ccc(C2(C)NC(=O)N(CC(=O)NC(=O)NC3CCCC3)C2=O)cc1 (stereo not drawn) | 16 | 4 | 1 | 3 | 0.8 | -3 | -4 | 3 | 1
CC(C)(C)c1nc(SCC(=O)NCc2ccco2)c2ccccc2n1 | 65* | / | -7 | -4 | 0.3 | 4 | -15 | 6 | -6
COC(=O)CC(NC(=O)c1ccco1)c1ccc(C(C)C)cc1 (stereo not drawn) | 23 | -2 | -8 | 4 | 0.8 | 7 | -8 | 5 | -27
CC(=O)Nc1nc2n(n1)C(c1ccc(Cl)cc1)C=C(C)N2 (stereo not drawn) | 3 | 3 | -6 | -1 | 1 | 4 | 7 | 8 | -39
O=C(O)C1C(c2ccccc2)C(C(=O)Oc2ccccc2)C1c1ccccc1 (stereo not drawn) | 2 | 4 | 5 | 7 | 1 | -4 | 8 | 2 | -11
O=C(Nc1nc2c(s1)CCCC2=O)c1cnccn1 | 17 | 7 | 5 | -4 | 0.8 | -6 | -13 | 2 | -3
Cc1nc2cc(C(=O)O)ccc2n1-c1ccc(F)cc1F | 3 | 0 | -3 | -7 | 1 | 2 | -18 | 8 | 6
Cn1cccc1Cc1nnc(SCC(=O)Nc2ccccc2F)n1-c1ccc(F)cc1 | 29 | 10 | -4 | 2 | 0.7 | 2 | -10 | 2 | -13
CC(C)NC(=O)c1onc(CSc2cccc3ccccc23)c1C(=O)O | 95* | / | 10 | -5 | 0 | -6 | -16 | -2 | -4
CCCCCn1c(CCNC(=O)CCC)nc2ccccc21 | 17 | -6 | 5 | 3 | 0.8 | -6 | -4 | 6 | 6
COc1cccc(NC(=O)Cn2c(=O)n(CC3CCCO3)c(=O)c3ccccc32)c1 (stereo not drawn) | 41 | 6 | -5 | 7 | 0.6 | 8 | -7 | 2 | -33

4 compounds drawn at random from those above, as already listed:
SMILES | CYP2C9 inhib | Calb biofilm kill | LYP act | EphB4 ephrin blk | CYP2C9 activ | LYP inh 2 | PLK1 kinase inh | HIV Rev-RRE inh | Plk1 PBD FP
CC(=O)Nc1nc2n(n1)C(c1ccc(Cl)cc1)C=C(C)N2 (stereo not drawn) | 3 | 3 | -6 | -1 | 1 | 4 | 7 | 8 | -39
COc1cccc(NC(=O)Cn2c(=O)n(CC3CCCO3)c(=O)c3ccccc32)c1 (stereo not drawn) | 41 | 6 | -5 | 7 | 0.6 | 8 | -7 | 2 | -33
O=C(O)C1C(c2ccccc2)C(C(=O)Oc2ccccc2)C1c1ccccc1 (stereo not drawn) | 2 | 4 | 5 | 7 | 1 | -4 | 8 | 2 | -11
Cc1ccc(C2(C)NC(=O)N(CC(=O)NC(=O)NC3CCCC3)C2=O)cc1 (stereo not drawn) | 16 | 4 | 1 | 3 | 0.8 | -3 | -4 | 3 | 1

The listing continues:
SMILES | CYP2C9 inhib | Calb biofilm kill | LYP act | EphB4 ephrin blk | CYP2C9 activ | LYP inh 2 | PLK1 kinase inh | HIV Rev-RRE inh | Plk1 PBD FP
Cc1ccccc1C(=O)NC(=S)Nc1sc2c(c1C#N)CCC(C)C2 (stereo not drawn) | 63* | / | -1 | -1 | 0.4 | 5 | -13 | -2 | 4
COc1ccc(CCC(C)Nc2cccc(C)c2)cc1 (stereo not drawn) | 39 | / | 14 | -11 | 0.6 | -11 | -5 | -3 | 1
NC(=O)CN1C(=O)C(O)(CC(=O)c2ccccc2O)c2ccccc21 (stereo not drawn) | / | 7 | 0 | 1 | / | -3 | -6 | 4 | -5
O=P(/C(=N/O)Sc1ccccc1)(N1CCOCC1)N1CCOCC1 | 4 | / | 15 | -8 | 1 | -16 | -1 | 0 | -5
O=C(O)C1C(c2ccccc2)C(C(=O)N2CCOCC2)C1c1ccccc1 (stereo not drawn) | 4 | -4 | -10 | 1 | 1 | 9 | -6 | 8 | -5
CC1(C)CC(NC(=O)C23CCC(C)(/C(=N/O)C2)C3(C)C)CC(C)(C)N1 (stereo not drawn) | -9 | -3 | 0 | -3 | 1.1 | -4 | -12 | 10 | -34
CCCCCOC(=O)C1=C(C)NC(=O)NC1c1ccccc1OCC (stereo not drawn) | 48 | / | -6 | -3 | 0.5 | 2 | -11 | 8 | 2
CCC1CCCN1Cn1cnc2c([nH]c3ccccc32)c1=O (stereo not drawn) | -4 | -4 | 2 | 10 | 1 | -2 | 0 | 10 | -10
COC(=O)C(C(=O)OC)C(C[N+](=O)[O-])c1ccc(OC)c(OC)c1 (stereo not drawn) | -11 | / | -4 | 4 | 1.1 | 9 | -4 | 8 | 19
Cc1ccc(S(=O)(=O)N(CC(=O)NCc2ccco2)Cc2ccc(F)cc2)cc1 | 58* | / | -9 | 6 | 0.4 | 10 | -12 | 1 | -32
CC1=CCC(C(=O)O)(C(=O)N/N=C/c2cccs2)C(c2ccc(Cl)cc2)C1 (stereo not drawn) | 44 | 8 | -3 | -7 | 0.6 | 4 | -7 | 11 | 16
CCCn1nnnc1NCc1ccc(N2CCCC2)cc1 | / | 5 | -5 | -5 | / | 7 | -9 | 1 | 10
COc1ccc(OC)c(Nc2cc(C(=O)NCCCN3CCOCC3)c3ccccc3n2)c1 | 15 | 4 | 2 | -5 | 0.8 | -4 | -1 | 1 | -20
O=C(CN1CCOCC1)NC1CC2CCC1C2 (stereo not drawn) | -24 | 0 | -3 | 1 | 1.2 | 2 | -11 | 6 | -30
Cc1nc(Nc2ccc(F)cc2)[nH]c(=O)c1CCC(C)C | / | 7 | -4 | 4 | / | 2 | -9 | 31 | -9
O=C(CSc1nc2ccccc2[nH]1)Nc1c(F)cccc1F | 41 | 3 | -12 | 2 | 0.6 | 14 | -5 | 7 | -6
Cc1nc2c(C(=O)NCc3ccc4c(c3)OCO4)c[nH]n2c(=O)c1Cc1ccccc1F | 93* | -5 | 9 | 0 | 0.1 | -12 | 26 | 18 | 12
CCN(CC)c1ccc(SS(=O)(=O)O)cc1 | -9&41 | 12&3 | -5&-2 | 2&1 | 1.1&0.6 | 8&6 | -16&-8 | 6&3 | 1&-27
Cc1ccc(CNCC(O)(c2ccccc2)c2ccc(F)cc2)cc1 (stereo not drawn) | 24 | / | / | 5 | 0.8 | / | -1 | 13 | -28
Cc1ccc(C(=O)OCC(=O)Nc2ncc(C(F)(F)F)cc2Cl)cc1NC(=O)c1ccco1 | 32 | 6 | 4 | 0 | 0.7 | -2 | 4 | 1 | 7
CCOC(=O)COc1ccc2c(c1)c(C(=O)OCC)c(C)n2CC | 40 | / | 7 | 4 | 0.6 | -5 | -6 | 8 | -25
O=C(CSc1ccc2nnc(-c3cccc(F)c3)n2n1)NCC1CCCO1 (stereo not drawn) | 20 | 5 | 3 | 8 | 0.8 | -4 | -5 | 4 | -15
Cc1nc2cc(NC(=O)N3CCCCC3)ccc2n1C | / | 2 | -4 | -6 | / | 4 | -5 | 0 | -9
Cc1c(NC(=O)CSc2nc3ccccc3n2C)c(=O)n(-c2ccccc2)n1C | -106 | 6 | -5 | -3 | 2.1* | 3 | -5 | 2 | -38
O=P(O)(c1ccc(Cl)cc1)c1ccc(Cl)cc1 | 44 | 0 | -1 | 7 | 0.6 | 3 | -3 | 6 | 6
Cc1nc2ccc(S(=O)(=O)NCC(=O)N(C)Cc3ccco3)cc2s1 | 49 | 6 | -9 | 4 | 0.5 | 6 | -8 | 6 | -5
COc1ccc(NC(=O)Cn2c(=O)sc3ccccc32)c(OC)c1 | 50 | -6 | -9 | -6 | 0.5 | 9 | 9 | 0 | -6
CCN(CC)S(=O)(=O)c1cc(NC(=O)C(=O)c2c(-c3ccccc3)cc3ccccn23)ccc1C | 54* | 0 | -12 | 3 | 0.5 | 12 | -9 | 9 | -2
Cc1cc(C)c2c(c1)cc(C)c1nnc(SCC(=O)Nc3cc(C)on3)n12 | 10 | 12 | 1 | -6 | 0.9 | -2 | -12 | -1 | 13
